Bioassay records (PubChem)
LmPK inh: LmPK (Leishmania mexicana) enzyme inhibition; Q27686; purified LmPK, Kinase-Glo ATP luminescence, 1 h; Potency, µM (series often up to 57.5 µM), for the others: at the top dose activity change, negative = inhibition, most hits filed as inhibitors; 290,000 compounds, 0.37% hits; also: potency is read from the fitted curve at half-maximal effect; % is scaled to controls: 0 for no effect and ±100 for the full control effect
Target sequence (Q27686 whole entry, looked up): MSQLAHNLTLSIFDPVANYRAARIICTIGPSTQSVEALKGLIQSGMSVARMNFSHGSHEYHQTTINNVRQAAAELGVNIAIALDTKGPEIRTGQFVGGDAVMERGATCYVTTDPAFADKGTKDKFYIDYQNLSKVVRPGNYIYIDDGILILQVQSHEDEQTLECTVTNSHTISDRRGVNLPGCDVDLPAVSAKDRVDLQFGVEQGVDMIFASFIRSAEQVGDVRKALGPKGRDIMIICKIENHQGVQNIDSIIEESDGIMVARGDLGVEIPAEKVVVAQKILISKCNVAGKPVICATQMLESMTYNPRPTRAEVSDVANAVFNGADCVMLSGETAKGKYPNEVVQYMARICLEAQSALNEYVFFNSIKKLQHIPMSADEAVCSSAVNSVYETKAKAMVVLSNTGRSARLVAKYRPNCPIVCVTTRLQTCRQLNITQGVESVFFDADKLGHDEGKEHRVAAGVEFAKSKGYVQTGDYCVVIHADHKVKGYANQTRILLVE
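In 50 mM imidazole pH 7.2 with 7 mM MgCl2, LmPK (0.1 nM) turned over PEP (0.5 mM) and ADP (0.1 mM) for 1 h at room temperature. Luciferase read-out of ATP.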
Pf growth 96h: inhibits malaria parasite growth, 96 h. P. falciparum luciferase reporter growth, 96 h. 320,000 compounds, 6.9% hits. Potency, µM (highest dose often 28.7 µM), for inactives: at the top dose activity change, negative = inhibition, usual class: inhibitors; also: potency is read from the fitted curve at half-maximal effect; % is scaled to controls: 0 for no effect and ±100 for the full control effect
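Luminescence readout: decreased luciferase signal marks inhibited growth of reporter-expressing P. falciparum in infected red cells (2% hematocrit, 0.05% parasitemia final), exposed to compound two generations (96 h, 37 C, 5% CO2).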
Cycloheximide cs: affects cycloheximide protein synthesis inhibition readout, counter-screen; cell reporter, cycloheximide protein synthesis inhibition counterscreen; max response, %; 300,000 compounds, 12% hits; AID 2314; in the data active = max response mostly above about 13%, no sharp cut-off; inactive = mostly below about 14%; also: read at 38.3 µM for the half of the compounds with a filed dose; 0% is about no effect
AmpC no deterg: inhibitors of E. coli AmpC beta-lactamase without detergent. P00811. AmpC nitrocefin hydrolysis, absorbance 480 nm, 0.0001% Triton. Potency, µM (series often up to 57.1 µM), inactives show at the top dose activity change, negative = inhibition, most hits filed as inhibitors. 330,000 compounds, 0.52% hits. AID 485341;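 also: potency is read from the fitted curve at half-maximal effect; plate controls were no compound for no effect and no enzyme for full effect; nearly all actives have a fitted effect of over 20% in size; some results filed as inactive show a strong effect at the top dose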
Target sequence (P00811 whole entry, looked up): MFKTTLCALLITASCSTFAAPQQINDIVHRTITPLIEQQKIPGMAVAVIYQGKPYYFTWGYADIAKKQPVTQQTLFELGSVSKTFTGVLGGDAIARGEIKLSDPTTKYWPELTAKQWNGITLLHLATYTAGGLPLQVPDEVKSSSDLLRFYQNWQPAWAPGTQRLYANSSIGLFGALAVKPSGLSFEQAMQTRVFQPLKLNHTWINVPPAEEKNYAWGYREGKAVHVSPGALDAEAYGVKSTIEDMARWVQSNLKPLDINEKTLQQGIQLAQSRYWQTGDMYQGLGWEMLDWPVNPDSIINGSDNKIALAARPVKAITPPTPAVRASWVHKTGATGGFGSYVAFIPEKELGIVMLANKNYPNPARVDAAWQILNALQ
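20 mM phosphate pH 7.0 + 0.01% (detergent screen) or 0.0001% Triton X-100; 5.3 nM AmpC reagent; cpd preinc 15 min RT; nitrocefin (800 uM stock) to start; A480 q20 s × 4 min; Activity was normalised to no-enzyme and no-compound control wells.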
Tb PYK inh: T. brucei pyruvate kinase inhibition; Q57TT1; TbPYK enzyme, Kinase-Glo Plus ATP luminescence, 45 min; Potency, µM (titrated, usually from 76.8 µM), for inactives: top-dose activity, negative = inhibition, hits mostly inhibitors; 410,000 compounds, 0.12% hits; AID 624173; also: potency is read from the fitted curve at half-maximal effect; % is scaled to controls: 0 for no effect and ±100 for the full control effect; nearly all actives have a fitted effect of over 50% in size
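Luminescent Kinase-Glo Plus end-point after 45 min room-temperature reaction of T. brucei pyruvate kinase started with 130 uM ADP (final). Buffer TEA 50 mM pH 7.2 with KCl, MgCl2, BSA, Tween-20; titration-based qHTS with fitted concentration-effect curves.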
Shiga toxin inh: inhibitors of Shiga toxin in Vero cells. Vero cells, Shiga toxin protein synthesis inhibition reporter. inhibition, % at 38.7 µM. 290,000 compounds, 9.2% hits. AID 2315; in the data active = inhibition mostly above about 28%, no sharp cut-off; inactive = mostly below about 43%; also: 0% is about no effect
Pf growth 48h: P. falciparum growth inhibition at 48 hours (one generation); Potency, µM (highest dose often 28.7 µM), without a hit: top-dose activity change, negative = inhibition, hits mostly inhibitors; P. falciparum luciferase growth in erythrocytes, 48 h; 310,000 compounds, 5.9% hits; also: potency is read from the fitted curve at half-maximal effect; % is scaled to controls: 0 for no effect and ±100 for the full control effect
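First compound was added to culture medium, then infected red cells at 0.1% parasitemia and 2% hematocrit (final). After incubation at 37 C under 5% CO2, luciferase detection reagent was dispensed and light output recorded.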
* = called active by the depositor; & = joins results of further samples; [ ] = dose if it differs, or a comment. Unless noted, calls follow the shape of the dose curve; as a rule, active = well fitted curve in the direction sought with a large enough effect; inconclusive = small, poorly fitted or top-dose-only effect, or another doubt; inactive = no such curve, though single readings can be large; an effect the other way counts as inactive or inconclusive.

The opening three entries as a preview:
CCCC(=O)Nc1nnc(SCC(=O)Nc2ccc3c(c2)OCCO3)s1 was read as LmPK inh 0%, Pf growth 96h inconclusive, Cycloheximide cs -2, AmpC no deterg 68%[activator], Tb PYK inh 3%, Shiga toxin inh 1 and Pf growth 48h 1%.
`Oc1[nH]c2ccccc2c1/C=N/N1CCCCC1` gave LmPK inh -4%, Pf growth 96h 0%, Cycloheximide cs 9, AmpC no deterg -17%, Tb PYK inh 0%, Shiga toxin inh -4 and Pf growth 48h 16%.
For Cc1ccc(OCC(=O)N2CCN(S(=O)(=O)c3ccccc3[N+](=O)[O-])CC2)cc1 the results were LmPK inh 4%, Pf growth 96h 30%[activator][5.75 µM], Cycloheximide cs -3, AmpC no deterg 22%, Tb PYK inh -23%, Shiga toxin inh -2 and Pf growth 48h 9.3µM*.

The listing, repeating the preview:
CCCC(=O)Nc1nnc(SCC(=O)Nc2ccc3c(c2)OCCO3)s1 was read as LmPK inh 0%, Pf growth 96h inconclusive, Cycloheximide cs -2, AmpC no deterg 68%[activator], Tb PYK inh 3%, Shiga toxin inh 1 and Pf growth 48h 1%.
`Oc1[nH]c2ccccc2c1/C=N/N1CCCCC1` gave LmPK inh -4%, Pf growth 96h 0%, Cycloheximide cs 9, AmpC no deterg -17%, Tb PYK inh 0%, Shiga toxin inh -4 and Pf growth 48h 16%.
For Cc1ccc(OCC(=O)N2CCN(S(=O)(=O)c3ccccc3[N+](=O)[O-])CC2)cc1 the results were LmPK inh 4%, Pf growth 96h 30%[activator][5.75 µM], Cycloheximide cs -3, AmpC no deterg 22%, Tb PYK inh -23%, Shiga toxin inh -2 and Pf growth 48h 9.3µM*.
COCCCn1c(SCC(=O)O)nc2cc(OC)c(OC)cc2c1=N was read as LmPK inh 1%, Pf growth 96h inconclusive, Cycloheximide cs -4, AmpC no deterg -14%, Tb PYK inh -2%, Shiga toxin inh 15 and Pf growth 48h -42%[1.15 µM].
Screening CCn1c(=O)c(=O)[nH]c2c(=O)oc3ccc(S(=O)(=O)Nc4ccccc4)cc3c21 returned LmPK inh 0%, Pf growth 96h 5%, Cycloheximide cs 8, AmpC no deterg -22%, Tb PYK inh -5%, Shiga toxin inh 10 and Pf growth 48h 1%.
For CC(C)(O)/C=C1/Oc2ccccc2C1N1CCCCC1 (stereo not given) the results were LmPK inh 1%, Pf growth 96h -11%, Cycloheximide cs -3, AmpC no deterg 1%, Tb PYK inh 1%, Shiga toxin inh -10 and Pf growth 48h -6%.
`CCc1ccccc1NC(=O)c1cccc(NC(=O)/C=C/c2ccco2)c1` gave LmPK inh 5%, Pf growth 96h 4%, Cycloheximide cs 69*, AmpC no deterg -32%, Tb PYK inh 1%, Shiga toxin inh 105* and Pf growth 48h 34%[activator].
O=C(O)/C(=C1\OC(=O)c2ccccc21)c1ccccc1 was read as LmPK inh 2%, Pf growth 96h -9%, Cycloheximide cs -3, AmpC no deterg -10%, Tb PYK inh 2%, Shiga toxin inh 6 and Pf growth 48h -19%.
Screening CC(=O)Nc1sc2c(c1C#N)CCN(Cc1ccccc1)C2 returned LmPK inh -5%, Pf growth 96h 32%[activator], Cycloheximide cs 7, AmpC no deterg 2%, Tb PYK inh 4%, Shiga toxin inh 3 and Pf growth 48h 34%[activator].
Screening COC(=O)c1ccc2c(=O)n(Cc3ccc(C(=O)NC(C)C)cc3)c(=S)[nH]c2c1 returned LmPK inh 1%, Pf growth 96h 45%[activator], Cycloheximide cs 1, AmpC no deterg -21%, Tb PYK inh -8%, Shiga toxin inh -2 and Pf growth 48h inconclusive.
For Cc1cccc(C)c1N(CC(=O)NC1CCCCC1)C(=O)c1csnn1 the results were LmPK inh -4%, Pf growth 96h 23%, Cycloheximide cs 8, AmpC no deterg 8%, Tb PYK inh -4%, Shiga toxin inh -24 and Pf growth 48h -26%.
Screening CCC(=O)N(Cc1ccc(S(N)(=O)=O)cc1)C1CC(=O)N(c2ccccc2)C1=O (stereo not given) returned LmPK inh 2%, Pf growth 96h inconclusive, Cycloheximide cs 7, AmpC no deterg -3%, Tb PYK inh -4%, Shiga toxin inh 28 and Pf growth 48h -7%.
CCOc1cc(S(=O)(=O)NC2CC2)c(OCC)cc1-n1cnnn1 was read as LmPK inh -4%, Pf growth 96h inconclusive, Cycloheximide cs 1, AmpC no deterg -9%, Tb PYK inh -3% and Shiga toxin inh -12.
NS(=O)(=O)c1ccc(CCNC(=O)CCCCCn2c(=S)[nH]c3ccc(Br)cc3c2=O)cc1 was read as LmPK inh 0%, Pf growth 96h 29%, Cycloheximide cs -1, AmpC no deterg 18µM*, Tb PYK inh -5%, Shiga toxin inh -10 and Pf growth 48h inconclusive.
Screening CN(C)S(=O)(=O)N(CC(=O)NCCSCc1ccccc1)c1ccccc1 returned LmPK inh 11%, Pf growth 96h -34%, Cycloheximide cs -4, AmpC no deterg -6%, Tb PYK inh -1%&-1%, Shiga toxin inh -9 and Pf growth 48h -39%.
For C/C=C/CSc1nc2c(c(=O)[nH]c(=O)n2C)n1CCC the results were LmPK inh -1%, Pf growth 96h inconclusive, Cycloheximide cs 8, AmpC no deterg 4%, Tb PYK inh -8%, Shiga toxin inh 4 and Pf growth 48h -16%.
For CCOC(=O)NC(=O)/C(C#N)=C\Nc1ccc(Cl)cc1Cl the results were LmPK inh -8%, Pf growth 96h 92%[activator], Cycloheximide cs 32*, AmpC no deterg -17%, Tb PYK inh -6%, Shiga toxin inh 26 and Pf growth 48h 83%[activator].
`CCN(CC(=O)Nc1ccc(NC(C)=O)cc1)C(=O)c1ccc2c(c1)OCCO2` gave Pf growth 96h inconclusive, AmpC no deterg -26%, Tb PYK inh 0% and Pf growth 48h -27%.
Screening O=S(=O)(Cc1ccccc1)N1CCNCC1 returned LmPK inh -3%, Pf growth 96h 1%, Cycloheximide cs -2, AmpC no deterg -37%, Tb PYK inh -1%, Shiga toxin inh -8 and Pf growth 48h 40%[activator].
Screening Cc1cc(C)c(C#N)c(N2CCCC2)n1 returned LmPK inh -6%, Cycloheximide cs -4, AmpC no deterg inconclusive, Tb PYK inh 0%, Shiga toxin inh 0 and Pf growth 48h inconclusive.
Cc1ccc(Oc2nc3ccccn3c(=O)c2/C=C(\C#N)C(=O)NC2CCS(=O)(=O)C2)cc1 (stereo not given) was read as LmPK inh 3%, Pf growth 96h -2%, Cycloheximide cs -1, AmpC no deterg 100%[activator], Tb PYK inh 2%, Shiga toxin inh 26 and Pf growth 48h -25%.
`O=C(CCCN1C(=O)c2ccccc2C1=O)NCc1ccc(F)cc1` gave LmPK inh 1%, Pf growth 96h 1%, Cycloheximide cs 1, AmpC no deterg -3%, Tb PYK inh 6%, Shiga toxin inh 2 and Pf growth 48h 10%.
CCOC(=O)N1CCN(c2ccc(Cl)cc2)CC1 was read as LmPK inh 4%, Pf growth 96h inconclusive, Cycloheximide cs 7, AmpC no deterg -16%, Tb PYK inh -7%, Shiga toxin inh 32 and Pf growth 48h -5%.
For COc1ccc(F)cc1C(=O)C1CCCN(C(=O)c2ccccc2N(C)C)C1 (stereo not given) the results were LmPK inh 0%, Pf growth 96h inconclusive, Cycloheximide cs 12, AmpC no deterg 70%[activator], Tb PYK inh 10%, Shiga toxin inh -1 and Pf growth 48h inconclusive.
`CC1CCC(C(=O)NNC(=O)c2cc(-c3ccco3)[nH]n2)CC1` (stereo not given) gave LmPK inh -8%, Pf growth 96h 6%, Cycloheximide cs -4, AmpC no deterg -22%, Tb PYK inh 1%, Shiga toxin inh 11 and Pf growth 48h 12%.
Screening CCc1noc(C)c1C(=O)OCC(=O)Nc1ccc(F)cc1Cl returned Pf growth 96h -25%, AmpC no deterg -32%, Tb PYK inh -4% and Pf growth 48h -26%.
N=c1sccn1CC(=O)Nc1cccc2ccccc12 was read as LmPK inh -2%, Pf growth 96h -13%, Cycloheximide cs -4, AmpC no deterg -18%, Tb PYK inh -8% and Shiga toxin inh -11.
COc1ccc(CCC(=O)OCC(=O)N(CC(C)C)c2c(N)n(Cc3ccccc3)c(=O)[nH]c2=O)cc1 was read as Pf growth 96h 8%, AmpC no deterg -13%, Tb PYK inh -5% and Pf growth 48h 3%.
`COc1cc(NC(=O)CSc2nc3ccccc3n2-c2ccccc2)c(C)cc1[N+](=O)[O-]` gave LmPK inh 5%, Pf growth 96h inconclusive, Cycloheximide cs -2, AmpC no deterg -11%, Tb PYK inh 2%, Shiga toxin inh -4 and Pf growth 48h 12µM*.
CCn1c(SC(C)C(=O)NC2CCCc3ccccc32)nnc1-c1cccs1 (stereo not given) was read as LmPK inh 6%, Pf growth 96h 17µM*, Cycloheximide cs -6, AmpC no deterg -6%, Tb PYK inh 3% and Shiga toxin inh -10.
Screening CCCCN(C)C(=O)c1c[nH]c2ccc(S(=O)(=O)N3CCOCC3)cc2c1=O returned LmPK inh 9%, Pf growth 96h -5%, Cycloheximide cs -3, AmpC no deterg -13%, Tb PYK inh 0%, Shiga toxin inh -5 and Pf growth 48h 6%.
COc1cc(C2=NOC(C(=O)N3CCCc4ccccc43)C2)cc(OC)c1OC (stereo not given) was read as LmPK inh 1%, Pf growth 96h 12%, Cycloheximide cs -4, AmpC no deterg 88%[activator], Tb PYK inh -3%, Shiga toxin inh 1 and Pf growth 48h -18%.
COc1ccccc1N1CCN(C(=O)CSc2nc(-c3ccco3)cc(C(F)(F)F)n2)CC1 was read as LmPK inh 4%, Pf growth 96h 11%, Cycloheximide cs 1, AmpC no deterg 134%[activator], Tb PYK inh inconclusive, Shiga toxin inh -8 and Pf growth 48h inconclusive.
COc1cc(OC)cc(C(=O)Nn2cc(C(=O)N3CCN(C)CC3)c3ccccc3c2=O)c1 was read as LmPK inh -4%, Pf growth 96h 19%, Cycloheximide cs -4, AmpC no deterg -8%, Tb PYK inh -1%, Shiga toxin inh -4 and Pf growth 48h 9%.
For CC1(C)Cc2nc3oc4c(SCC(N)=O)ncnc4c3cc2CO1 the results were LmPK inh -2%, Pf growth 96h 4%, Cycloheximide cs 0, AmpC no deterg -8%, Tb PYK inh 4%, Shiga toxin inh 20 and Pf growth 48h 38%[activator].
Cc1cc(C(=O)NCc2cccs2)n(-c2ccccc2)n1 was read as LmPK inh 2%, Pf growth 96h inconclusive, Cycloheximide cs -3, AmpC no deterg -9%, Tb PYK inh -1% and Shiga toxin inh 27.
O=C1CCCN1c1nccs1 was read as LmPK inh -1%, Pf growth 96h 6%, Cycloheximide cs -3, AmpC no deterg -13%, Tb PYK inh 3%, Shiga toxin inh 0 and Pf growth 48h 7%.
For Cc1c(Cl)cccc1N(CC(=O)O)S(C)(=O)=O the results were LmPK inh -5%, Pf growth 96h 44%[activator], Cycloheximide cs -2, AmpC no deterg -26%, Tb PYK inh 0%, Shiga toxin inh -14 and Pf growth 48h 12%.
`CN(C)CCCNCCCNC(=O)/C(=N\O)c1ccccc1` gave LmPK inh 2%, Pf growth 96h 17%, Cycloheximide cs -1, AmpC no deterg -2%, Tb PYK inh 4%, Shiga toxin inh -4 and Pf growth 48h inconclusive.
